Compound activity (PubChem BioAssay)
PLC-beta3 inh – human PLC-beta3 inhibitors, primary screen, biochemical, fluorescence; inhibition, % at 12.2 µM; 1-phosphatidylinositol 4,5-bisphosphate phosphodiesterase beta-3 (Homo sapiens), Q01970; Purified PLC-beta3, fluorogenic substrate; 0.18% of 370,000 active; in the data active = inhibition above about 11%;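 note: 0% = median of compound wells on plate and 100% = full blocker control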
PLC-gamma1 inh – PLC-gamma1 enzyme inhibitors, primary screen, biochemical, fluorescence, purified enzyme | fluorogenic substrate | inhibition, % at 12.2 µM | 0.84% of 370,000 active | AID 720700, 2013; in the data active = inhibition above about 9.5%
MBD2 DNA inh – inhibitors of MBD2 binding to methylated DNA, primary screen, biochemical, TR-FRET, DNA-binding domain, human; MBD2 binding to methylated oligonucleotide; inhibition, % at 4.4 µM; 0.31% of 370,000 active; AID 686964, 2013; in the data active = inhibition above about 13%
Target sequence (Q9UBB5 whole entry, looked up, the tested form may be a part): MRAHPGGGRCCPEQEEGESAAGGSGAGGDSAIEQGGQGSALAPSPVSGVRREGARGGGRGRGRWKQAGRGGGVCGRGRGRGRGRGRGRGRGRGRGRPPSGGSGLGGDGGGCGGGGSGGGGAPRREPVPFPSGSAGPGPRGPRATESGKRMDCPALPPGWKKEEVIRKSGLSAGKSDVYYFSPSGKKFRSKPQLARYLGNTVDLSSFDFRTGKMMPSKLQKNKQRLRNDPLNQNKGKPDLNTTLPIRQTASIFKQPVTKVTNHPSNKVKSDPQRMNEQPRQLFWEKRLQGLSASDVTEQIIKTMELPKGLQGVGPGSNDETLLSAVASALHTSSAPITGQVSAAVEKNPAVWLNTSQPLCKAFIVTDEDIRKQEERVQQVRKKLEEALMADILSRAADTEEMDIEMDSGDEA
DAX1 inh-1 – DAX1 (NR0B1) inhibitors on StAR promoter, primary screen, cell-based, luminescence, SF-1 (NR5A1), full-length DAX-1; 1.1% of 370,000 active; AID 652010, 2013; inhibition, % at 6.8 µM; HEK293T StAR-luciferase reporter, SF-1/DAX-1 repression relief;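 active = inhibition above the mean over all tested compounds plus 3 SD, cut at about 3.6% in these data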;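 note: 0% = DAX-1 cells with DMSO and 100% = cells lacking DAX-1 with DMSO; higher inhibition means more luminescence from relief of DAX-1 repression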
SMARCA2 activ – SMARCA2 (BRM) function activators, primary screen, cell-based, luminescence, high throughput | MG213 cells, MMTV-luciferase reporter, dexamethasone, overnight | activation, % at 9.1 µM | 1% of 370,000 active | AID 652017, 2013; in the data active = activation above about 7.8%;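 note: 0% = vehicle wells and 100% = reference activator wells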
NR1D1 modulator – modulators of Rev-erb alpha DNA binding, primary screen, biochemical, FITC-DNA, fluorescence polarization, uHTS. Rev-erbα–FITC-DNA binding, 90 min. AID 1259318, 2017. 0.79% of 370,000 active. activity, % at 10 µM. Nuclear receptor subfamily 1 group D member 1 (Homo sapiens), P20393;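 active = activity above about 14%, limit read from the data; passing the limit was not always enough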;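 note: 0% = DMSO wells with 35 nM protein and 100% = DMSO wells with 750 nM protein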
ADAM17 inh – ADAM17 inhibitors, primary screen, biochemical, QFRET; recombinant ADAM17, EDANS/DABCYL FRET peptide cleavage; 0.83% of 370,000 active; inhibition, % at 6.95 µM;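 active = inhibition above the mean of compounds lying between control limits plus 3 SD, set per campaign, cut at about 8.5% in these data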;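 note: 0% = DMSO-only wells as the low control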
hgDAF-12 ag – H. glycines DAF-12 receptor agonists, primary screen, cell-based, luminescence, HEK293, GAL4 fusion, UAS-luciferase; Nuclear hormone receptor DAF-12 (Heterodera glycines), GAL4 fusion; HEK293 GAL4-hgDAF12 UAS-luciferase reporter, agonist luminescence; normalized to butyrate control; activation, % at 6.8 µM; 1.8% of 370,000 active; AID 687014, 2013;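 active = activation above a cutoff set at the mean of all screened compounds plus 3 SD, cut at about 10% in these data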;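 note: 0% = DMSO wells and 100% = sodium butyrate wells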
DAX1 inh-2 – DAX1 (NR0B1) inhibitors, primary screen, cell-based, HEK293, Gal4-DAX1, luciferase luminescence; 0.99% of 340,000 active; HEK293 Gal4-DAX1 luciferase reporter; AID 504766, 2011; Nuclear receptor subfamily 0 group B member 1 (Homo sapiens), P51843; inhibition, % at 6.75 µM;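 active = inhibition above the mean over all tested compounds plus 3 SD, cut at about 4.2% in these data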;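 note: 0% = DAX1-transfected cells with DMSO and 100% = empty-vector control cells with DMSO; inhibition shows as a rise in luminescence from relieved DAX1 repression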
Target sequence (P51843 207-470 limits assumed): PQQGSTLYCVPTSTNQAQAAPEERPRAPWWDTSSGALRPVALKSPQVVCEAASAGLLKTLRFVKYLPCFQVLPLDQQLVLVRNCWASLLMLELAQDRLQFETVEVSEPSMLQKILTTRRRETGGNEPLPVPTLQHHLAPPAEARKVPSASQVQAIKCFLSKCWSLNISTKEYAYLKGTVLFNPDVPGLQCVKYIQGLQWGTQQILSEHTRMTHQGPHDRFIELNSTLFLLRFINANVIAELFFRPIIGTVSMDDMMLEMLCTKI
ssDAF-12 act – S. stercoralis DAF-12 nuclear receptor activators, primary screen, cell-based, luminescence, HEK293, GRIP1 co-expression, lit1-tk-luc. activation, % at 6.8 µM. Nuclear hormone receptor DAF-12 (Strongyloides stercoralis). HEK293 ssDAF-12/GRIP1 lit1-tk-luc reporter; % of 3 µM dafachronic acid response. AID 652126, 2013. 1% of 370,000 active;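 active = activation above the mean over all tested compounds plus 3 SD, cut at about 0.9% in these data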;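 note: 0% = DMSO-only wells and 100% = 3 µM delta7-dafachronic acid wells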
hcDAF-12 act – H. contortus DAF-12 nuclear receptor activators, primary screen, cell-based, luminescence, HEK293, lit1-tk-luc reporter; HEK293 hcDAF-12 lit1-tk-luc reporter; 0% DMSO, 100% Δ7-dafachronic acid; activation, % at 6.8 µM; 1.4% of 370,000 active; AID 652067, 2013;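 active = activation above the mean of all tested compounds plus 3 SD, cut at about 5.5% in these data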;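 note: 100% = response to 3 µM Δ7-dafachronic acid high control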
Numbers without * were called inactive; / = no result given; & = joins results of further samples.

SMILES	PLC-beta3 inh	PLC-gamma1 inh	MBD2 DNA inh	DAX1 inh-1	SMARCA2 activ	NR1D1 modulator	ADAM17 inh	hgDAF-12 ag	DAX1 inh-2	ssDAF-12 act	hcDAF-12 act
Cc1ccc(C(C)C)cc1OCC(=O)Nc1ccc(-n2cnnn2)cc1	-7	2	0	2.1	-1	-3	5	0.8	0.2	-0.7	0.4
Cc1cc(C#N)c(C)n1-c1cc(S(=O)(=O)N2CCOCC2)ccc1N1CCCC1	-7	-3	1	-0.6	-1	-5	-1	-0.7	-0.8	-1.0	-2.6
CCCc1ccc(-c2c(C)sc(N)c2C#N)cc1	-13	-2	3	0.9	8	8	-7	-0.3	-0.7	-1.6	-0.8
COC(=O)NCCOc1nc(N(C)C)nc(N(C)C)n1	-4	-2	0	0.1	0	-1	-4	-0.8	-0.4	-0.6	-1.4
CCCCCCn1cc(CN2CC(N3CCN(CCO)CC3)CS2(=O)=O)nn1 (centres undefined)	1	0	9	1.9	-4	2	-7	-2.6	/	-0.2	-0.8
O=C(NCCCN1CCOCC1)c1ccc(Sc2cccc(Cl)c2)c([N+](=O)[O-])c1	-3	1	1	-0.4	-1	4	-4	0.3	1.0	-1.7	-3.5
CCc1cc(C(=O)c2ccc(Br)cc2)c(NC(=O)CN(CC)CC)s1	-4	-3	-5	0.0	-1	2	-1	-2.8	2.3	-1.1	-2.6
Cc1cc(/C=N/NC(=O)c2cccs2)c(C)n1-c1ccccc1	-60	-44	-1	-1.1	-4	3	-2	-9.1	-1.0	-2.0	-2.2
CC1(C)Oc2ccc3ccc(=O)oc3c2/C(=C/O)C1=O	-223	-208	-1	0.0	-1	3	-147	-1.2	-0.6	-1.0	-0.3
O=C(O)c1ccc2c(=O)n(-c3ccc(F)c(Cl)c3)c(=S)[nH]c2c1	-11	-6	2	0.1	-1	5	-9	5.2	-1.4	-1.5	-1.2
OCCC1CN(Cc2cccn2-c2ncccn2)CCN1Cc1ccc(F)cc1 (centres undefined)	-14	-4	4	0.7	-1	-3	-6	0.7	0.9	-0.4	-0.5
COCCNc1nnnc2c1sc1nc(N3CCOCC3)c3c(c12)CC(C)(C)OC3	-25	-10	1	0.1	7	2	-1	-0.5	-0.6	-1.3	-1.5
CC(=O)Nc1ccc(S(=O)(=O)NCC(=O)OCC(=O)NC23CC4CC(CC(C4)C2)C3)cc1	2	-2	-2	0.1	-4	-3	-2	0.8	-0.7	-0.5	-2.0
COc1ccc([C@@]2(C(C)C)ON(c3ccccc3C(F)(F)F)C2=O)cc1	4	6	-3	-0.9	-1	2	2	-2.3	-0.5	-0.8	-0.5
COc1ccccc1C(=O)Nc1ccnn1C1CCN(C2CCSCC2)CC1	-4	0	0	0.1	-2	-6	-2	0.5	0.2	-0.5	-0.8
CN(C(=O)COC(=O)c1ccc(=O)n(Cc2ccccc2)n1)C1CCCCC1	-5	5	-1	-0.8	-2	1	-3	2.2	-0.4	-0.4	-1.4
CN1CCc2cccc3c2[C@H]1Cc1ccc(O)c(O)c1-3	-99&-48	-64&-36	4&-1	-1.8&-1.4	0&0	-3&-2	-25&-25	-4.6&1.7	0.1&0.1&0.6	-1.0&-0.6	3.1&0.4
CN(Cc1cccs1)C(=O)COc1ccc(-c2nnco2)cc1	6	-3	10	-0.4	-5	-1	-4	3.8	0.6	-1.0	-2.7
O=C(CNS(=O)(=O)c1ccc2ccccc2c1)NCCc1ccccn1	-9	-4	5	0.4	0	-1	-2	-3.5	0.2	-1.7	2.4
c1ccc(CNc2ncnc3nc[nH]c23)cc1	3	0	1	-0.3	-2	0	-3	0.9	-1.0	-0.6	-1.6
O=C(O)CCc1ccc(-c2cccs2)n1NC(=O)c1ccc(O)cc1	-10	-10	2	0.2	-3	0	-5	1.7	-1.5	-1.0	0.3
O=S(=O)(Nc1cccc(S(=O)(=O)N2CCCC2)c1)c1ccccc1F	-2	0	-7	-0.6	1	-4	2	4.5	1.8	-2.2	-0.8
Cc1c2c(nc3ccccc13)OCC2	6	1	-3	-0.4	-1	5	3	2.1	0.2	-1.1	-1.1
O=C(CCCN1CCN(c2ccccn2)CC1)c1ccc(F)cc1	3	2	-1	0.2	1	-1&2	-4	0.1	0.4	-1.4	-1.5
O=C(Cc1cc(=O)[nH][nH]1)N/N=C/c1ccccc1Cl	0	1	-8	-0.1	-3	-6	-1	-0.4	/	-0.9	-1.3

Looked up by structure from above (3):
SMILES	PLC-beta3 inh	PLC-gamma1 inh	MBD2 DNA inh	DAX1 inh-1	SMARCA2 activ	NR1D1 modulator	ADAM17 inh	hgDAF-12 ag	DAX1 inh-2	ssDAF-12 act	hcDAF-12 act
CC(=O)Nc1ccc(S(=O)(=O)NCC(=O)OCC(=O)NC23CC4CC(CC(C4)C2)C3)cc1	2	-2	-2	0.1	-4	-3	-2	0.8	-0.7	-0.5	-2.0
O=C(Cc1cc(=O)[nH][nH]1)N/N=C/c1ccccc1Cl	0	1	-8	-0.1	-3	-6	-1	-0.4	/	-0.9	-1.3
Cc1cc(/C=N/NC(=O)c2cccs2)c(C)n1-c1ccccc1	-60	-44	-1	-1.1	-4	3	-2	-9.1	-1.0	-2.0	-2.2

Some entries already given, limited to ssDAF-12 act and PLC-gamma1 inh:
SMILES | ssDAF-12 act | PLC-gamma1 inh
Cc1cc(/C=N/NC(=O)c2cccs2)c(C)n1-c1ccccc1 | -2.0 | -44
CC(=O)Nc1ccc(S(=O)(=O)NCC(=O)OCC(=O)NC23CC4CC(CC(C4)C2)C3)cc1 | -0.5 | -2
OCCC1CN(Cc2cccn2-c2ncccn2)CCN1Cc1ccc(F)cc1 (centres undefined) | -0.4 | -4
COC(=O)NCCOc1nc(N(C)C)nc(N(C)C)n1 | -0.6 | -2
CCCCCCn1cc(CN2CC(N3CCN(CCO)CC3)CS2(=O)=O)nn1 (centres undefined) | -0.2 | 0
O=S(=O)(Nc1cccc(S(=O)(=O)N2CCCC2)c1)c1ccccc1F | -2.2 | 0

New compounds follow:
SMILES	PLC-beta3 inh	PLC-gamma1 inh	MBD2 DNA inh	DAX1 inh-1	SMARCA2 activ	NR1D1 modulator	ADAM17 inh	hgDAF-12 ag	DAX1 inh-2	ssDAF-12 act	hcDAF-12 act
Cc1ccc(Cc2c(-c3ccc(Cl)cc3)nc3c(Cl)cc(C(F)(F)F)cn23)cc1	4	3	-6	1.5	5	6	4	-1.1	/	-0.3	2.1
N#CC(c1cccc(Cl)c1)c1ncc(C(F)(F)F)cc1Cl (centres undefined)	1	4	3	-1.2	-1	2	-2	-1.1	3.6	-1.4	-0.5
CCOc1ccc(N2CC(C(=O)NC3CCSC3=O)CC2=O)cc1 (centres undefined)	2	2	0	-0.1	1	-2	0	0.9	4.0	-0.9	0.0
CC(C)CNC(=O)C(=O)Nc1ccc(N(C)C)cc1	3	1	-4	0.4	4	3	-2	1.9	2.3	-1.1	0.1
CCOC(=O)[C@H]1[C@H]2COc3ccccc3[C@@H]2N2C(=O)c3ccccc3NC(=O)[C@@]12C	2	0	18*	-0.2	2	0	-4	-0.1	1.3	-0.9	0.4
O=C(N/N=C(\c1ccccc1)c1cccnc1)c1ccc(O)cc1	1	6	-8	-2.2	-2	1	1	2.2	0.0	-1.2	0.9
COc1ccc(S(=O)(=O)N(C)C[C@H]2Oc3ccc(NS(=O)(=O)c4cn(C)cn4)cc3C(=O)N([C@H](C)CO)C[C@@H]2C)cc1	-3	2	2	3.2	-5	1	-5	1.3	0.3	-1.4	-0.9
CCOc1ccc(S(=O)(=O)N2CCCCC2)cc1NC(=O)Cc1cccc(C(F)(F)F)c1	2	-2	1	-1.4	-1	-3	-2	2.9	0.0	-0.5	-1.2
Cc1ccc(NC(=O)C(C)OC(=O)c2cc(=O)[nH]c3ccccc23)cc1S(=O)(=O)N1CCOCC1 (centres undefined)	-112	-98	3	-1.5	-1	-2	-30	-2.8	-0.6	0.1	1.2
CC1(C(=O)CSc2nc3ccccc3[nH]2)CCC(=O)O1 (centres undefined)	0	4	-6	-0.6	-1	-9	-3	-1.1	1.0	-1.0	2.5
Cn1cnnc1SCC(=O)c1ccc2c(c1)CCCC2	0	-2	-6	0.8	3	2	-5	8.2	1.7	-1.3	0.1
Cc1nnc(SCc2nc3sc(C(=O)O)c(C)c3c(=O)[nH]2)s1	-8	-3	3	-0.1	5	-1	-3	-0.5	0.1	-1.0	-0.1
COc1ccccc1CNC(=O)c1ccc(-c2ccccc2)cc1	-3	-1	4	0.1	1	0	-2	0.7	0.8	-0.6	-2.1
O=C(NCc1ccccc1)c1ccccc1C(=O)c1ncc[nH]1	0	0	4	0.3	1	-3	-1	-4.0	-0.2	-0.9	0.8
O=C(NCc1ccc(Cl)c(Cl)c1)c1cc(C2CCCCN2C(=O)OCCF)on1 (centres undefined)	-7	-3	1	-0.9	1	5	4	-3.4	/	-1.8	-1.8
